Screening data as filed in PubChem BioAssay.
M1 ag = human M1 muscarinic receptor agonism; P11229; CHO-K1 hM1, Fluo-8 calcium fluorescence, agonist mode; 0% DMSO, 100% acetylcholine EC100; activation, % at 3 µM; 360,000 compounds, 0.33% hits; AID 588814;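 active = activation above the run's mean compound activation plus 3 SD, cut at about 16% in these data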;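 also: peak over basal fluorescence ratio within a 140 s kinetic read after compound addition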
CHO-K1 Ca PAM = counter-screen for M1 PAMs: effect in parental CHO-K1 cells; AID 602247; activation, % at 3 µM; 360,000 compounds, 0.02% hits; ATP EC20, Fluo-8 calcium fluorescence; 0% at ATP EC20, 100% at ATP max;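 active = activation above the run cutoff, the mean activation of all test compounds plus 3 SD, cut at about 40% in these data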;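 also: peak over basal fluorescence ratio in a 140 s read after ATP addition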
TAAR1 agonist = agonists of human TAAR1; 360,000 compounds, 0.99% hits; CHO RD-HGA16 TAAR1, Fluo-8 calcium fluorescence; vehicle wells 0%, saturating PEA agonist 100%; activation, % at 3 µM;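 active = activation above the mean activation of all test compounds in the run plus 3 SD, cut at about 38% in these data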
Target sequence (Q96RJ0 whole entry, looked up): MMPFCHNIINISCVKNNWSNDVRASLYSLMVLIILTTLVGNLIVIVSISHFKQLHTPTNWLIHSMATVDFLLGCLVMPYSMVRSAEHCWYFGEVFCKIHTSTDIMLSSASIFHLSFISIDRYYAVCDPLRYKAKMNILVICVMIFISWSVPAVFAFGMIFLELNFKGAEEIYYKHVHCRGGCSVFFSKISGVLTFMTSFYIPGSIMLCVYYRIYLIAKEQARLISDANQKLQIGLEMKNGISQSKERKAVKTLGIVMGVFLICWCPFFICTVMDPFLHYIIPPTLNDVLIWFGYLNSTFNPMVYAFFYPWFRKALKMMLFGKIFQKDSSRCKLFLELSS
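Benchmarks: low control DMSO, high control PEA (EC100); System: CHO RD-HGA16 cells carrying human TAAR1 plus Gα16; Detection: Fluo-8 fluorescence, 5 s baseline then 140 s kinetic read; Schedule: 17-24 h plating, Fluo-8 75 min 37 °C, 30 min RT; Read-out basis: % activation from peak over basal fluorescence ratio, DMSO-to-PEA scaled.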
CHO parental Ca = counter-screen: ATP calcium response change in parental CHO cells | parental CHO-K1, ATP-induced calcium, Fluo-8 fluorescence | inhibition, % at 5.6 µM | 330,000 compounds, 0.63% hits | AID 463079;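 active = inhibition above that plate's mean sample inhibition plus 3 SD, cut at about 26% in these data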;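 also: 0% = ATP-challenged DMSO wells and 100% = DMSO wells without ATP; some compounds past the cut are filed as inactive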
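Assay system: untransfected parental CHO cell line. Also added: ATP agonist challenge. Dosing: one dose, 5.6 µM nominal. Measured by: Fluo-8 fluorescence. Read-out: % inhibition. Benchmarks: ATP wells versus no-ATP DMSO wells. Repeats: no replicates.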
M1 antag = blocks human M1 muscarinic receptor; inhibition, % at 3 µM; P11229; 360,000 compounds, 1.3% hits; CHO-K1 hM1, Fluo-8 calcium fluorescence, ACh EC80 antagonist; AID 588852;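 active = percent inhibition above its own plate's cutoff, namely the mean of that plate's compound wells plus 3 SD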;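 also: peak over basal fluorescence ratio during 140 s after agonist addition; 0% = ACh EC80 plus DMSO and 100% = DMSO alone without agonist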
TAAR1 antagonist = antagonists of human TAAR1; CHO RD-HGA16 TAAR1, Fluo-8 calcium fluorescence, antagonist; 360,000 compounds, 1.5% hits; inhibition, % at 3 µM; Q96RJ0;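 active = inhibition above a per-plate cutoff, the mean inhibition of test compounds on that plate plus 3 SD, cut at about 49% in these data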;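 also: 0% = DMSO plus EC80 beta-PEA response and 100% = DMSO alone without agonist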
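Material: CHO RD-HGA16 cells bearing hTAAR1; compound dosing: one-point dosing, 3 µM nominal final; schedule: dye loading 75 min at 37 °C, then 30 min room temperature; measured by: calcium fluorescence with Fluo-8; control set: vehicle and agonist controls; replication: n of 1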
CHO-K1 Ca antag = counter-screen for M1 antagonists: effect in parental CHO-K1 cells; 360,000 compounds, 0.6% hits; ATP-induced calcium, Fluo-8 fluorescence; inhibition, % at 3 µM;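 active = inhibition above a per-plate cutoff, the plate's mean sample inhibition plus 3 SD, cut at about 24% in these data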;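 also: 0% = DMSO plus EC80 ATP and 100% = DMSO alone without ATP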
OXTR potentiate = potentiators of human oxytocin receptor | CHO-OTR cells, Fluo-8 calcium fluorescence, potentiator mode; 0% = oxytocin EC15, 100% = EC100 | activation, % at 3 µM | 320,000 compounds, 0.061% hits | AID 2445;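 active = activation above that plate's cutoff, the mean activation of tested compounds plus 3 SD, cut at about 6.6% in these data, passing the limit was not always enough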;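 also: 100% uses oxytocin at 75 nM as the full agonist control; some results filed as inactive read as strong as hits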
Target sequence (P30559 whole entry, looked up): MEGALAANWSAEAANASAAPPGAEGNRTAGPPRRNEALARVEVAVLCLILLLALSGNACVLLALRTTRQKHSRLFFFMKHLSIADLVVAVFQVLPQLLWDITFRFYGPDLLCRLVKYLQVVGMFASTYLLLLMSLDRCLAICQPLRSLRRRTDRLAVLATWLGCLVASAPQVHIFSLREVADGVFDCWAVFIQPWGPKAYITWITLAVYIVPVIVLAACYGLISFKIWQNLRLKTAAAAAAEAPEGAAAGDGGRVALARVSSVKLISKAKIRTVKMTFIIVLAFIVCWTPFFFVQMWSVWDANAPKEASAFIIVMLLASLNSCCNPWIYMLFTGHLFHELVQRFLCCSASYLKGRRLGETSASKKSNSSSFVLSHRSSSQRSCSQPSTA
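Material: CHO-OTR cells, human receptor; compound dosing: single dose, 3.0 µM nominal final compound concentration; schedule: 6 min compound pre-incubation at room temperature, 100 s kinetic read; measured by: kinetic Fluo-8 calcium fluorescence; read-out basis: % activation vs EC15 and EC100 oxytocin; controls: EC15 oxytocin alone as 0%, 75 nM oxytocin as 100%; replicates: singlicate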
CHO-K1 Ca ag = M1 agonist counterscreen hit in parental CHO-K1 cells | Fluo-8 calcium fluorescence; scaled to maximal ATP response, vehicle zero | activation, % at 3 µM | 360,000 compounds, 0.48% hits | AID 602248; in the data active = activation above about 15%;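 also: untransfected CHO-K1 host cells lacking M1 receptor as counterscreen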
Active calls of the source: *; / = not tested or not shown.

SMILES	M1 ag	CHO-K1 Ca PAM	TAAR1 agonist	CHO parental Ca	M1 antag	TAAR1 antagonist	CHO-K1 Ca antag	OXTR potentiate	CHO-K1 Ca ag
CCc1ccc(C(=O)NNC(=O)c2ccc3c(=O)n4c(nc3c2)CCC4)cc1	-2	-23	1	-14	7	-13	6	-1	0.2
NC(=O)c1c(NC(=O)CN2C(=O)CCC2=O)sc2c1CCCCC2	-2	14	4	2	-14	-11	-2	-1	0.2
CC12CS(=O)(=O)CC1SC(=S)N2Cc1ccccc1 (stereo not drawn)	-2	7	3	31	-5	5	4	-14	-0.5
CC(C)c1nc2ccc(NC(=O)C34CC5CC(CC(C5)C3)C4)cc2[nH]1	-6	7	6	-5	0	8	-5	-4	0.6
O=C(c1ccccc1)N1CCN=C1SCc1ccc([N+](=O)[O-])cc1	-10	5	-1	-7	4	7	-4	-6	1.3
CCn1c(SCC(=O)c2ccccc2)nnc1-c1cccs1	-4	-9	7	-5	-3	-1	26*	-3	0.1
COc1ccccc1N1CCN(C(=O)CNC(=O)Cn2cnc3sc(C)c(C)c3c2=O)CC1	-2	8	14	-10	-15	-30	-14	1	1.2
CCCc1cc(=O)[nH]c(SCC(=O)N(CC)Cc2ccccc2)n1	-1	25	1	-7	-7	-11	-9	-7	1.0
CCn1c(C)cc(=S)c2ccccc21	-4	2	5	-16	-11	12	-6	-1	0.3
CCOc1ncccc1C(=O)OCC(=O)N1CCc2ccccc21	-6	14	-2	-6	-3	-17	-1	4	1.1
Cc1cccc(N2CCN(C(=O)c3cn4ccccc4n3)CC2C)c1 (stereo not drawn)	-7	-11	0	-15	24	-4	-14	2	2.2
O=C(O)C1CCCN1C(=O)OCc1ccccc1 (stereo not drawn)	-4	-3	12	-2	-3	-3	0	3	-0.3
Cn1c(=O)oc2cc(S(=O)(=O)N3CCC(C(=O)NCc4ccccc4Cl)CC3)ccc21	-3	27	0	-6	-1	6	-12	4	4.1
Cc1ccc(N2CC(C(=O)N3CCOCC3)CC2=O)cc1Cl (stereo not drawn)	-11	8	5	-10	-6	-2	-7	-13	1.1
Cc1ccc(S(=O)(=O)NCC(=O)OCC(=O)N2C(C)CCCC2C)cc1 (stereo not drawn)	2	-20	0	-16	5	-19	9	-9	-0.1
Cc1ccc(NS(=O)(=O)c2cccc(C(=O)NCCCN3CCCC3=O)c2)cc1	-1	1	3	-24	-8	-40	5	-1	6.4
COc1ccc(N2CCCn3c2nc2c3c(=O)n(CCN3CCOCC3)c(=O)n2C)cc1	-4	18	-1	-3	-9	-14	1	-1	1.2
CCC1(C)Cc2ccccc2-c2nc(NCCCO)[nH]c(=O)c21 (stereo not drawn)	-1	8	4	-33	-6	-12	-10	-4	1.0
CC(CCCC(C)(C)O)NCc1cn[nH]c1-c1ccc2c(c1)OCO2 (stereo not drawn)	-3	-10	-1	4	10	14	20	-5	-0.2
CC1CCC(NC(=O)C2CC(O)CN2S(=O)(=O)c2ccc([N+](=O)[O-])cc2)CC1 (stereo not drawn)	-3	-2	17	-12	-7	45	-2	-6	-0.9
CS(=O)(=O)Nc1ccccc1C(=O)NCCSc1ccc(Cl)cc1	3	14	10	/	-8	30	-11	/	5.1
CC1CCc2c(cnc3ncnn23)C1 (stereo not drawn)	-2	-11	1	-6	26	-24	2	-6	0.5
CCC(=O)Nc1ccc(NC(=O)Cc2ccccc2)cn1	-3	-6	8	-5	-25	-23	11	-12	-0.1
CCCNC(=O)N[C@@H](Cc1ccccc1)C(=O)OC	-4	32	17	-3	-13	0	-30	-2	1.2
CCOc1ccc(S(=O)(=O)N2CCN(Cc3ccccc3)CC2)cc1	-6	-7	11	2	-13	2	-2	-3	-0.3

Overlap with the part before: four entries, followed by the next part.
SMILES	M1 ag	CHO-K1 Ca PAM	TAAR1 agonist	CHO parental Ca	M1 antag	TAAR1 antagonist	CHO-K1 Ca antag	OXTR potentiate	CHO-K1 Ca ag
CC1CCc2c(cnc3ncnn23)C1 (stereo not drawn)	-2	-11	1	-6	26	-24	2	-6	0.5
CCC(=O)Nc1ccc(NC(=O)Cc2ccccc2)cn1	-3	-6	8	-5	-25	-23	11	-12	-0.1
CCCNC(=O)N[C@@H](Cc1ccccc1)C(=O)OC	-4	32	17	-3	-13	0	-30	-2	1.2
CCOc1ccc(S(=O)(=O)N2CCN(Cc3ccccc3)CC2)cc1	-6	-7	11	2	-13	2	-2	-3	-0.3
COc1ccc(OC)c(NC2=NC3(CCCC3)N=C(N)N2)c1	-6	17	1	-21	6	-1	-8	-3	0.5
CCOC(=O)C1CCC(=O)C1 (stereo not drawn)	-2	10	1	/	2	-7	-9	/	0.9
CC(C)(C)c1ccc(-c2nc(-c3ccncc3)no2)cc1	-4	18	-3	0	-4	106*	-8	-5	0.5
COc1ccc(C(=O)Nc2cccc(C(=O)N3CCCC3)c2)cc1	-4	15	1	-12	-5	0	-11	0	0.3
CCOC(=O)Nc1ccc(S(=O)(=O)Nc2nccc(C)n2)cc1	1	1	10	-2	-1	2	-10	2	-0.4
OC1CCCN(Cc2ccc3ccc4cccc5ccc2c3c45)C1 (stereo not drawn)	-6	25	7	-12	-18	-6	-24	-2	2.1
CC(C)[C@@H]1CC2=C(C(=O)OC(C)(C)O2)[C@H](CCc2ccccc2)O1	/	11	8	/	/	-19	-31	/	-0.5
CC(=O)c1c(C)oc(C)c1CSCc1ccc(C(=O)O)o1	0	9	3	-9	-15	12	3	-7	-0.1
C#CCCCc1nc2ccccc2c(=O)n1N	-6	18	4	2	-10	-13	-7	-1	0.5
CN(Cc1ccccc1)S(=O)(=O)c1ccccc1[N+](=O)[O-]	-4	9	0	-10	-16	-33	-16	-9	0.2
CN1CCN(c2nc(-c3ccccc3)cc(C(F)(F)F)n2)CC1	-4	-2	13	-18	43*	-27	7	-11	-0.1
COc1cc(OC)cc(-c2c(-c3cccs3)c3cc(Br)ccc3n2C)c1	2	-6	2	-18	-9	-12	4	-2	-0.4
COc1ccccc1C(CCNCc1ccc(N(C)C)cc1)c1ccc(OC(C)C)cc1 (stereo not drawn)	-3	2	24	14	4	9	2	-15	2.5
COc1c(C)cc(C(=O)C2CCCN(C(=O)c3cc(C)n(C)n3)C2)cc1C (stereo not drawn)	-4	-3	1	2	-4	-20	-12	-12	7.8
CC(=O)c1ccc(OCC(=O)Nc2nnc(C3CC3)s2)cc1	-3	13	0	/	-9	8	-5	/	0.6
COc1cc(C)c(NC(=S)Nc2ccc(Cl)c(Cl)c2)cc1OC	-6	12	7	-7	15	11	-4	-1	2.8
c1ccc(N2CCN(Cc3nc4ccccc4[nH]3)CC2)nc1	-7	21	3	-5	-1	-17	-18	2	2.5
O=C(Nc1cccc(C(F)(F)F)c1)c1cccc(NS(=O)(=O)c2ccc(O)c(C(=O)O)c2)c1	-1	-10	0	-12	-16	-19	-10	-2	-1.0
Cc1ccc(C(C)C)c(OCc2nnc(SCC(=O)Nc3nccs3)n2C)c1	-4	22	3	-18	-3	0	-5	-7	0.4
COc1ccc(/C=N/n2cncn2)cc1CSc1ccccn1	-5	-1	12	-7	2	3	6	7	-0.1
CCCCn1c(SCC(=O)N(C)C2CCS(=O)(=O)C2)nc2cc(S(N)(=O)=O)ccc21 (stereo not drawn)	-4	18	0	-3	-25	-30	-10	-3	1.3
COc1ccc(CCNC(=O)CSc2nc3[nH]ncc3c(=O)[nH]2)cc1OC	-8	23	0	-3	-6	-1	0	-6	0.9
N#Cc1ccccc1OCC(=O)OCC(=O)Nc1ccc2c(c1)OCO2	-3	10	9	-5	-4	6	-14	-7	0.2
CCn1c(SCc2ccccc2Cl)nc2nc3c(cc2c1=O)CCCC3	-9	9	-2	/	3	-3	2	/	-0.1
CCN(C(=O)CN1C(=O)/C(=C/c2ccccc2F)SC1=S)C1CCS(=O)(=O)C1 (stereo not drawn)	-3	2	3	-6	-7	-11	-8	-1	0.0
Other compounds follow.
SMILES	M1 ag	CHO-K1 Ca PAM	TAAR1 agonist	CHO parental Ca	M1 antag	TAAR1 antagonist	CHO-K1 Ca antag	OXTR potentiate	CHO-K1 Ca ag
Cc1ccccc1CN1CCN(C(=O)[C@H]2O[C@@H](n3ccc(=O)[nH]c3=O)[C@H](O)[C@@H]2O)CC1	2	13	1	/	-2	-26	-4	/	0.7
Cc1cc(C)c2nc(NC(=O)C3CSC4(C)CCC(=O)N34)sc2c1 (stereo not drawn)	-5	10	22	-21	-3	1	-17	1	-0.6
CCOC(=O)N1CCN(S(=O)(=O)N2CCCC(C(=O)NCCc3ccccc3)C2)CC1 (stereo not drawn)	1	26	16	1	-6	-35	-11	-11	9.5
O=C(O)Cn1c(=S)sc2ccccc21	-3	-15	6	-22	4	8	14	-11	-0.3
COc1cccc(C(=O)NC(C)CCc2ccccc2)c1 (stereo not drawn)	-4	15	2	-9	-23	-8	-12	9	-0.3
O=C(Nc1ccc2c(c1)OCCO2)C(c1cc2ccccc2o1)N1CCN(C/C=C/c2ccccc2)CC1 (stereo not drawn)	-3	46*	4	/	36*	-22	-30	/	2.1
COc1ccc(S(=O)(=O)N2CCCN(C)CC2)cc1	-10	-4	-1	-7	-20	-7	-1	-12	0.3
Cc1cccc(S(=O)(=O)NC(=O)C2(C)CCN2C(=O)Cc2ccc(Cl)cc2Cl)c1 (stereo not drawn)	-4	3	5	/	-1	-15	6	/	0.8
CN(C(=O)COC(=O)c1cc2ccccc2cc1O)c1c(N)n(Cc2ccccc2)c(=O)[nH]c1=O	-2	10	-1	5	-7	-8	0	-3	1.1
Cn1c(CNC(=O)CNC(=O)c2cccc(Cl)c2)cc(=O)n(C)c1=O	-2	-10	2	1	-10	-1	12	-5	-0.2
O=C1c2ccccc2C(c2nnnn2-c2ccc3c(c2)OCCO3)N1Cc1cccnc1 (stereo not drawn)	/	1	1	/	/	-11	-16	/	0.8
COc1cc(C(=O)NC2CCCc3c2cnn3-c2ccccc2F)cc(OC)c1OC (stereo not drawn)	1	11	6	-3	-15	2	-7	-4	3.3
CCOC(=O)C1(CCOc2ccccc2)CCN(Cc2ccccc2O)CC1	-4	12	3	-21	-15	-14	-4	-16	0.5
CC(C)CC(=O)NC(=S)Nc1cccc(NC(=O)c2ccccc2)c1	-9	-11	3	-1	-1	10	7	-10	1.8
COc1ccc(CC(=O)NNc2ncnc3c2cnn3-c2ccc(C)cc2)cc1OC	-3	12	6	-7	2	17	-9	-5	0.5
